# High-throughput results from PubChem.
# PAX8 inh HTS: lowers PAX8-driven luciferase in RMG-I cells; RMG-I TPO-luciferase reporter, SteadyGlo, 24 h; inhibition, % at 12.6 µM; hit rate 1.2% among 360,000; AID 652154;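 active = mean replicate inhibition at least 60% with every replicate also reaching 60%; inconclusive = only one of the two criteria is met; inactive = mean below 60% and not all replicates reaching 60%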;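 note: luciferase light reporting Pax8 driven TPO promoter activity; plate controls were median of neutral control wells for no effect and mitoxantrone controls for full effect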
# CFTR F508del cor: CFTR F508del correction in bronchial cells | activity (quench increase), % at 7.58 µM | CFBE cells, YFP halide quenching; stimulated with forskolin plus potentiator P3; % fluorescence drop versus neutral controls | AID 720511 | hit rate 0.36% among 350,000;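 active = mean added fluorescence quench of at least 8% versus neutral control, with both replicates also reaching 8%; inconclusive = only one of the mean or replicate conditions met; inactive = mean below 8% and not both replicates reaching 8%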;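 note: cells transiently co-express mutant CFTR-F508del with the halide-sensitive YFP; corrector assay measuring rescue of mutant channel to the surface after 24 h compound exposure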
# DENV2 CPE rescue: DENV2-induced cell death inhibition; DENV2-infected cells, cytopathic effect rescue, plate reader; CPE inhibition, % at 9.99 µM; hit rate 1.7% among 350,000; in the data active = CPE inhibition above about 20%, passing the limit was not always enough; inconclusive = no clear call, values can overlap the other calls; tested in BHK-21 cells;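 note: 0% = median of neutral control wells and 100% = median of positive control wells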
# EWS-Fli inh: EWS/Fli transcriptional activity inhibition; A673 NR0B1-luciferase reporter, viability-normalised; AID 651661; hit rate 0.67% among 350,000; inhibition, % at 12.6 µM;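 active = mean inhibition of at least 50% after viability correction, with every replicate also passing that limit; inconclusive = mean reaches 50% but only one of two replicates passes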;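 note: firefly luciferase signal divided by Alamar Blue viability fluorescence both relative to DMSO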
# FN deposition inh: fibronectin deposition inhibition. AH1F fibroblasts, Alexa488-fibronectin deposition fluorescence, overnight. inhibition, % at 12.6 µM. hit rate 0.086% among 350,000;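 active = mean inhibition across replicates of 30% or more, regardless of how many single replicates reach that level; inconclusive = mean under 30% yet at least half of replicates reach 30%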;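 note: positive control wells lacked labelled fibronectin entirely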
#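 Assay system: AH1F fibroblasts assembling fluorescent fibronectin matrix; Amount: 10000 AH1F cells per well; Buffer or medium: DMEM, 2% serum; Probe or stimulus: Alexa488-fibronectin, 24 nM final in well; Doses: single compound dose, delivered by pin transfer; Incubation: 1 h adhesion, overnight exposure; Measured by: fluorescence 485/525 nm; Read-out: fibronectin deposition inhibition.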
# GSIS activator: primary screen for activators of insulin secretion dependent on glucose, INS-1E cells, GLuc reporter luminescence; INS-1E GLuc reporter insulin secretion, 2-3 h; activation, % at 16.6 µM; hit rate 0.61% among 370,000; AID 743287;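 active = lowest replicate activation of at least 40%, so every replicate reaches that level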;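 note: 0% = median of neutral control wells and 100% = median of IBMX positive control wells; some compounds called inactive have numbers as strong as hits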
# miR-122 sensor: blocks miR-122 activity in Huh7 sensor cells; activation (reporter increase), % at 12.5 µM; hit rate 0.3% among 340,000; Huh7 miR-122 Renilla luciferase sensor, 48 h; neutral wells = 0, positive control = 100;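 active = mean replicate activation score at least 90 and every replicate individually at or above 90; inconclusive = only one of the two criteria met; inactive = neither criterion met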;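 note: higher luciferase means less miR-122 activity so hits act as miR-122 inhibitors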
# * hit, by the source's call; u = inconclusive; x = not tested or not shown; [ ] = remark or other dose.
SMILES,PAX8 inh HTS,CFTR F508del cor,DENV2 CPE rescue,EWS-Fli inh,FN deposition inh,GSIS activator,miR-122 sensor
CCN(CC(=O)Nc1cc(Cl)cc(Cl)c1)CC(=O)NC1CCS(=O)(=O)C1 (stereo not given),-2,0.6,-2,6,-3,-11,-9
O=C(CN(C1CCCCC1)S(=O)(=O)c1ccc(Br)cc1)NCc1ccncc1,2,0.1,-5,-4,x,-2,x
C/C=C/c1ccc2c(c1)O[C@@H](CN(C)C(=O)c1ccc3c(c1)OCO3)[C@@H](C)CN([C@H](C)CO)S2(=O)=O,x,1.8,3,3,-12,-2,0[16.7 µM]
O=C(NC1CCCCCC1)c1cccc(N2CCCC2=O)c1,-66,x,x,x,7,x,-2
C[C@H](CO)N1C[C@H](C)[C@@H](CN(C)C(=O)Cc2ccccc2)Oc2ncc(C3=CCCCC3)cc2C1=O,18,-1.1,5,-1,x,-15,2[16.7 µM]
CCC(C)c1ccccc1NC(=O)CN(C)CCOc1ccc(Cl)cc1 (stereo not given),5,0.1,3,2,-8,15,4
Cc1nc2c(ncn2-c2ccccc2)c(=O)n1NC(=O)CN1CCOCC1,-4,-0.5,0,-1,-2,0,x
CCc1ccc2c(c1)/C(=N/OC)C(=O)N2,14,0.6,-2,-7,1,-23,x
COc1ccc(C2C(C#N)=C(N)Nc3nc4ccccc4n32)cc1 (stereo not given),-55,x,x,x,7,5,x
CCOc1cc(/C=C(\C#N)C(=O)NCC2CCCO2)ccc1O (stereo not given),-9,x,3,x,-4,10,-7
C/C(=N/NC(=O)c1ccncc1)c1ccc(NC(=O)c2ccc(Cl)cc2Cl)cc1,-165,-0.8,u,x,x,3,-6
CCCC[C@@H]1C=C(C(=O)O)[C@H](c2ccc(Cl)cc2)N1S(=O)(=O)c1ccc(C)cc1,-1,-0.3,-12,3,5,1,-2
O=C1/C(=C/c2cccs2)Sc2ccccc21,14,x,2,x,-5,41,5
CNC[C@@H]1Oc2ccc(NC(=O)NC3CCCCC3)cc2C(=O)N([C@@H](C)CO)C[C@H]1C,10,0.9,6,1,8,14,2[16.7 µM]
C/C=C/c1ccc([C@@H]2[C@@H](CN(CC)C(C)=O)N(C(=O)C3CC3)[C@H]2CO)cc1,0,-0.8,-2,-4,-9,-3,-7[16.7 µM]
Cn1c(NCc2cccnc2)nc2cc(-c3cccc(C(F)(F)F)c3)sc2c1=O,13,-1.1,16,-8,-2,8,-1
N#CC(C#N)=CN=c1ccn(Cc2ccc(Cl)cc2Cl)cc1,38,3.6,5,21,-3,-4,-12
CCS(=O)(=O)Nc1ccc2c(c1)C(=O)N(C)[C@@H]1CC[C@H](CC(=O)NC3CCCCC3)O[C@H]1CO2,-1,0.4,76*,-6,1,2,4[16.7 µM]
CSc1c(N(C)C)c(=O)c1=S,10,1.7,5,20,4,11,x
CNC[C@H]1Oc2ccc(NS(=O)(=O)c3ccccc3)cc2CC(=O)N([C@H](C)CO)C[C@@H]1C,-2,-0.5,6,x,x,3,8[16.7 µM]

# The final 2 records of the section before open the next one.
SMILES,PAX8 inh HTS,CFTR F508del cor,DENV2 CPE rescue,EWS-Fli inh,FN deposition inh,GSIS activator,miR-122 sensor
CSc1c(N(C)C)c(=O)c1=S,10,1.7,5,20,4,11,x
CNC[C@H]1Oc2ccc(NS(=O)(=O)c3ccccc3)cc2CC(=O)N([C@H](C)CO)C[C@@H]1C,-2,-0.5,6,x,x,3,8[16.7 µM]
C[C@H]1CN([C@@H](C)CO)C(=O)c2cc(-c3ccc(F)cc3)cnc2O[C@H]1CN(C)Cc1ccccn1,-3,-1.0,-3,-3,-9,3,3[16.7 µM]
O=C(/C=C/c1ccc(F)cc1)N1CCCc2ccccc21,-49,0.7,u,-15,-1,3,x
CC(=C1C(=O)c2ccccc2C1=O)N1CCN(Cc2ccccc2)CC1,x,5.2,-2,0,x,0,9
COc1cc(OC)c(C(=O)NCc2ccc3c(c2)OCO3)cc1OC,-1,6.8,1,9,-6,22,1
CN(Cc1nc2c(s1)CCCC2)C(=O)CCc1nnc(-c2ccc3c(c2)OCO3)o1,14,0.5,2,30,-2,-6,-1
C[C@H](CO)N1C[C@H](C)[C@H](CN(C)C(=O)Nc2ccccc2)Oc2ncc(-c3cccc(C(F)(F)F)c3)cc2C1=O,x,0.1,-1,-10,x,-15,-6[16.7 µM]
O=C1NC(=S)S/C1=C\c1coc2ccc(O)cc2c1=O,-21,2.8,-1,15,12,-30,-14
C[C@@H]1CN([C@H](C)CO)C(=O)c2cc(-c3cccc(C#N)c3)cnc2O[C@@H]1CN(C)C(=O)c1ccccn1,x,-2.9,5,3,x,26,2[16.7 µM]
C(=NN1CCCCCC1)c1ccc2ccccc2n1,x,-1.5,-2,88*,-2,7,5
COc1ccc(NC(=O)CSc2nnnn2C)cc1,2,3.8,-12,-9,x,12,x
Brc1ccc(C2=Nn3c(Cn4nnc5ccccc54)nnc3SC2)cc1,-6,-0.5,0,-11,-3,x,-1
C[C@H](CO)N1C[C@H](C)[C@H](CN(C)S(=O)(=O)c2ccc(F)cc2)OCCCC[C@H](C)Oc2ccc(NS(=O)(=O)c3cccs3)cc2C1=O,30,0.2,-13,-8,x,-1,-1[16.7 µM]
COc1ccc([Si](C)(C)[C@H]2[C@H](CCO)O[C@@]3(C(=O)N(Cc4cccc(NC(C)=O)c4)c4ccccc43)[C@@H]2C)cc1,u,3.4,x,21,x,x,x
CCn1nc(NS(=O)(=O)c2ccc(NC(C)=O)cc2)c2cc3ccc(C)cc3nc21,12,-0.5,-4,0,-18,17,1
CCN1CCN(c2ccc(S(=O)(=O)N3CCCCC3)cc2NC(=O)COc2ccccc2)CC1,-5,2.2,-3,19,-1,-5,x
COCC#Cc1ccc([C@H]2[C@H]3CN(Cc4cncnc4)CCCCN3[C@H]2CO)cc1,-3,2.6,21*,-13,x,3,1[16.7 µM]
Cc1noc(C)c1NC(=O)Nc1ccc2c(c1)C(=O)N([C@@H](C)CO)C[C@@H](C)[C@@H](CN(C)Cc1ccc(C(F)(F)F)cc1)O2,-4,1.4,9,x,x,-8,9[16.7 µM]
CCN(CC)C(=O)C1CCCN(C(=O)CCn2nnnc2CN2CCOCC2)C1 (stereo not given),-2,0.3,-3,x,0,-1,-2
O=C(c1cc2ccccc2oc1=O)N(Cc1ccco1)CC1CCCO1 (stereo not given),8,x,x,x,0,x,4
O=C(O)CCC(=O)NNC(=O)c1cccs1,-3,2.1,15,0,x,3,x
O=C(CCc1c[nH]c2ccccc12)OCc1cccc([N+](=O)[O-])c1,3,2.5,27*,21,3,3,x
COc1ccc(CN2CC3(CN(C(=O)c4ccccc4)C3)c3c([nH]c4cc(OC)ccc34)[C@H]2CO)cc1,14,-1.4,-4,-8,x,43,x
C[C@@H]1CN([C@@H](C)CO)C(=O)Cc2cc(N(C)C)ccc2O[C@@H]1CN(C)Cc1ccc(Cl)c(Cl)c1,47,7.9,1,5,x,x,-8[16.7 µM]
O=C(Nc1ccccc1N1CCOCC1)c1ccc([N+](=O)[O-])o1,51,-5.4,-5,x,1,20,-1
COc1ccc([Si](C)(C)[C@@H]2[C@@H](CCn3cc(CCO)nn3)O[C@]3(C(=O)N(c4ccccc4)c4ccccc43)[C@H]2C)cc1,x,-0.1,7,39,x,x,x
CCOc1cc(/C=C/c2ccc3cccc([N+](=O)[O-])c3n2)ccc1O,0,x,4,-4,-4,-3,7
C[C@@H]1CCCCO[C@@H](CN(C)C)[C@@H](C)CN([C@H](C)CO)C(=O)c2cc(NC(=O)Nc3cccc4ccccc34)ccc2O1,-4,1.1,8,4,x,9,-3[16.7 µM]
Cc1cc(/C(N)=N/OC(=O)c2cccc(Cl)c2)no1,-93,-0.6,5,-57,-1,-5,-4
CN(Cc1ccco1)C(=O)CC[C@H]1O[C@@H](n2ccc(=O)[nH]c2=O)[C@H](O)[C@@H]1O,-4,1.1,-10,-4,0,9,-1
CCC(NC(=O)c1ccccc1NC(=O)c1ccc(OC)cc1)C(=O)N1CCCC1 (stereo not given),-110,1.3,5,-45,7,1,x
COc1ccc(S(=O)(=O)NC(C)C(=O)NCC2CCCO2)cc1OC (stereo not given),-5,1.9,-7,-3,4,15,5
Cc1ccc(C(=O)NCCN2C3=NC[C@H](C(C)C)N3C[C@H]2Cc2ccc(O)cc2)cc1Br,-4,3.7,1,6,4,-48,5
COCCNC(=O)c1cccc(OC2CCN(Cc3ccc(C(=O)OC)cc3)CC2)c1,-4,-1.6,9,12,-8,15,-5
CC[C@@]12C(=O)N(c3cccc(C)c3)C(=O)N1[C@H](c1ccc(Br)cc1)[C@@H]1C(=O)N(C(C)(C)C)C(=O)[C@@H]12,19,4.2,16,-6,-5,5,-4
COc1ccc(S(=O)(=O)N2CCCOC2CNC(=O)C(=O)NCc2ccco2)cc1 (stereo not given),29,0.0,0,14,-4,-4,x
CC(C)(C)c1cc(C(=O)NCCN2CCCC2)cc(C(C)(C)C)c1,-1,-0.9,-2,6,x,6,x
COc1ccc(-n2c(=O)[nH]c3c(C(N)=O)nc(C4CCCCC4)nc32)cc1,2,-0.4,1,14,2,-7,x
CC(NC(=O)Nc1ccc(Cl)cc1)C(c1cccs1)N1CCOCC1 (stereo not given),1,-1.0,-13,-3,17,5,-3
CC(=O)N1[C@H](CO)[C@H](c2ccc(C#CC3CCCCC3)cc2)[C@H]1CNCC(C)C,x,2.5,-4,6,-5,2,x
O=S(=O)(/N=S1\CC=CCN1S(=O)(=O)c1ccccc1)c1ccccc1 (stereo not given),13,x,-3,-9,-1,x,-1
Cc1cc(C(=O)NC(C)c2ccccc2)c2cc(F)ccc2n1 (stereo not given),5,1.1,-5,5,-11,2,x
O=C(C[C@@H]1C[C@H]2c3cc(NS(=O)(=O)c4ccc(F)cc4)ccc3O[C@H]2[C@H](CO)O1)NCc1ccncc1,x,-3.3,-7,-2,3,0,0[16.7 µM]
CCN(C(=O)/C=C/c1ccc2c(c1)OCO2)c1ccccc1,-7,x,x,x,1,2,x
Fc1cccc2sc(Nc3nc4cc5c(cc4s3)OCO5)nc12,-188,x,3,-27,9,-8,2
Cc1ccccc1CSc1nn2c(=O)c(C)nnc2s1,9,1.4,6,11,-1,-6,x
CCOc1ccc(-n2c(SCC(=O)Nc3nccs3)nnc2-c2ccoc2C)cc1,13,0.3,6,1,9,-34,3
COc1cccc(S(=O)(=O)N[C@H]2C=C[C@@H](CC(=O)NCc3ccc(F)cc3)O[C@H]2CO)c1,11,0.2,1,1,11,19,x
Cc1cccc(S(=O)(=O)N2CCCCN3[C@H](CO)[C@H](c4ccc(-c5ccccc5)cc4)[C@H]3C2)c1,35,-1.2,-1,-7,x,x,9[16.7 µM]
CC(=O)Nc1ccc(C=NNC(=O)c2ccc(NS(=O)(=O)c3cccs3)cc2)cc1,-19,-1.4,0,15,6,10,3
COc1ccc(NC(=O)C2CCC(N3C(=O)C4CCCCC4C3=O)CC2)cc1 (stereo not given),-23,2.6,1,4,1,-3,15
CCNc1nc(NCC)n2c(SC(C(=O)Nc3cc(Cl)cc(Cl)c3)c3ccccc3)nnc2n1 (stereo not given),-43,x,x,x,1,-22,x
CC(Nc1nc(N2CCNCC2)nc2ccccc12)c1ccccc1 (stereo not given),7,-6.2,0,14,-11,-2,x
COc1cc(CC(=O)NCC2CCCCC2)cc(OC)c1OC,-8,2.4,-1,-1,-4,-6,-9
Cc1ccc(NC(=O)COC(=O)Cc2csc(-c3ccc(Cl)cc3)n2)cc1C,0,x,u,10,6,-22,-1
